Source: PubChem (several laboratories)
Salmonella PhoP GFP: inhibitors of PhoP regulon expression, primary screen, Salmonella Typhimurium, GFP reporter (AID 1863) | inhibition, % at 50 µM; hits with a dose series show IC50 in µM | hit rate 0.16% among 300,000 | S. Typhimurium PhoP-regulated promoter GFP reporter, 4 h; higher % means a stronger effect;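 active = inhibition over 29.93%, a cutoff 3 SD above the screen mean, later confirmed by dose response; inconclusive = inhibition over 29.93% but no dose response follow-up; inactive = inhibition at most 29.93% or unconfirmed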;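 note: 0% = low Mg2+ inducing control and 100% = high Mg2+ repressing control; strong numbers were not always called active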
RSV antiviral HEp-2: RSV antiviral activity via CPE protection, HEp-2 cells, primary 10 µM value included (AID 2391) | one-dose CPE inhibition, % at 10 µM; IC50 in µM for titrated hits | HEp-2 cells, RSV-induced CPE inhibition; higher % means a stronger effect | hit rate 0.13% among 310,000; in the data active = a potency from the dose series; inconclusive = CPE inhibition mostly from about 23% at the one dose, without a potency; inactive = the rest, 99 in 100 with CPE inhibition below about 21%; note: strong numbers were not always called active
SV40 large T antigen: SV40 large T antigen inhibitors, biochemical (AID 1903) | hit rate 0.39% among 310,000 | SV40 large T antigen ATPase/helicase inhibition assay; higher % means a stronger effect | inhibition, % at 20 µM, or IC50 in µM where a hit was titrated; in the data active = a potency from the dose series; inconclusive = inhibition mostly from about 32% at the one dose, without a potency; inactive = the rest, 99 in 100 with inhibition below about 32%; note: strong numbers were not always called active
UTI89 phage lysis: inhibition of K1F phage lysis, E. coli UTI89, bacterial capsule biogenesis inhibitors, alamar blue (AID 488966); E. coli UTI89 K1F phage lysis, alamar blue, 2 h; higher % means a stronger effect; hit rate 0.02% among 340,000; inhibition, % at 100 µM; hits with a dose series show IC50 in µM;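 active = phage lysis inhibition, versus mean bacterial control, above a set limit; inconclusive = no clear call, values can overlap the other calls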;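 note: capsule biogenesis inhibitors block K1F phage lysis so surviving cells raise fluorescence; higher fluorescence means more inhibition of phage lysis; actives were called in the ten point dose series up to 300 µM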
MgcRacGAP inhibition: MgcRacGAP GTPase-activating activity inhibitors, confirmation, biochemical, ADP Hunter fluorescence. MgcRacGAP-stimulated Rac1 GTP hydrolysis, ADP Hunter fluorescence; higher % means a stronger effect; GST-tagged Rac1 F28L mutant substrate. hit rate 0.6% among 340,000. inhibition, % at 30 µM, or IC50 in µM where a hit was titrated. AID 624330, 2012. Rac GTPase-activating protein 1 (Homo sapiens);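 active = first-screen hits whose inhibition reached a set limit at any dose in the follow-up dose series; inconclusive = inhibition above the set first-screen limit but never retested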;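 note: fluorescence reports GDP produced by GAP-driven GTP hydrolysis; strong numbers were not always called active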
HIV fusion peptide: inhibitors of HIV fusion peptide binding, primary screen, biochemical, uHTS, fluorescence dequenching (AID 1986). cell-free peptide binding, fluorescence dequenching, 30 min; higher % means a stronger effect. inhibition, % at 20 µM; hits with a dose series show IC50 in µM. hit rate 0.3% among 290,000; in the data active = inhibition mostly above about 52%, no sharp cut-off; inactive = mostly below about 76%; note: some results filed as inactive read as strong as hits
GPR55 antagonists: GPR55 antagonists blocking LPI-driven arrestin recruitment, primary screen, imaging, U2OS, beta-arrestin-GFP, LPI agonist (AID 2013). hit rate 0.13% among 290,000. U2OS GPR55 beta-arrestin-GFP translocation imaging, LPI antagonism; higher % means a stronger effect. inhibition, % at 10 µM, or IC50 in µM where a hit was titrated;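 active = spots per cell inhibited over 60%, with over 100 cells counted and total cytoplasm intensity under 500,000; inconclusive = wells with under 100 cells, flagged as likely toxic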;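 note: U2OS cells stably carrying GPR55 and arrestin-GFP stimulated by 5 µM LPI near EC80; imaged beta-arrestin-GFP aggregate spots per cell after agonist stimulation; plate controls were LPI-stimulated DMSO wells for no effect and DMSO wells without LPI for full effect; some results filed as inactive read as strong as hits; confirmed hits need IC50 under 10 µM and bright autofluorescent wells are also inconclusive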
GPR35 arrestin U2OS: GPR35 antagonists blocking zaprinast-driven arrestin recruitment, primary screen, imaging, U2OS, beta-arrestin-GFP, zaprinast agonist (AID 2058); hit rate 0.052% among 290,000; G-protein coupled receptor 35 (Homo sapiens); U2OS GPR35 beta-arrestin-GFP translocation imaging, zaprinast antagonism; higher % means a stronger effect; inhibition, % at 10 µM, or IC50 in µM where a hit was titrated;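 active = inhibition of at least 50% with at least 30 cells and total cytoplasm GFP at most 10,000,000; inconclusive = under 30 cells or total GFP of 10,000,000 plus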
NS5 inhibitors: Dengue-2 NS5 methyltransferase inhibitors, primary screen, biochemical, confirmation dose response (AID 588689); Genome polyprotein (Dengue virus type 2 (strain 16681-PDK53)); Dengue-2 NS5 methyltransferase capping enzyme assay, biochemical; higher % means a stronger effect; inhibition, % at 25 µM; hits with a dose series show IC50 in µM; hit rate 0.3% among 340,000; in the data active = a potency from the dose series; inconclusive = inhibition above about 29% without an active follow-up result
NS5 inhibitors pilot replicate: second read-out of NS5 inhibitors, no call of its own (marks repeat the call); inhibition, %; measured here: pilot screen replicate inhibition
Numbers without * were called inactive; ? = inconclusive; / = no result given; [ ] = remark or other dose.

Sample of the layout, 5 compounds:
SMILES | Salmonella PhoP GFP | RSV antiviral HEp-2 | SV40 large T antigen | UTI89 phage lysis | MgcRacGAP inhibition | HIV fusion peptide | GPR55 antagonists | GPR35 arrestin U2OS | NS5 inhibitors | others
O=C1CN(C(=O)COc2ccccc2)CCN1 | 3% | 1.3% | -1% | 0.6% | -2% | -1.7% | -4% | 10% | -1%
O=C(NCc1ccc(F)cc1)c1cccs1 | 3% | -0.1% | 3% | 0.0% | 7% | -0.3% | 5% | 19% | -3% | NS5 inhibitors pilot replicate=-4.6
c1ccc(Cn2ccnc2-c2ccco2)cc1 | 5% | 20% | 8% | -1.8% | 7% | 0.1% | 4% | 25% | -6%
Cc1c(N=C2SCC(=O)N2/N=C\c2ccc(Br)cc2)c(=O)n(-c2ccccc2)n1C | -2% | 3.7% | 2% | -0.4% | 3% | -2.1% | 2% | -8% | -3%
CC1CC(C)(C)NC(=S)N1CCC(=O)N1CCc2ccccc21 (centres undefined) | -5% | 3.2% | 22% | 0.6% | -1% | -0.4% | 4% | -7% | -4%

The listing, from the start:
SMILES | Salmonella PhoP GFP | RSV antiviral HEp-2 | SV40 large T antigen | UTI89 phage lysis | MgcRacGAP inhibition | HIV fusion peptide | GPR55 antagonists | GPR35 arrestin U2OS | NS5 inhibitors | others
O=C1CN(C(=O)COc2ccccc2)CCN1 | 3% | 1.3% | -1% | 0.6% | -2% | -1.7% | -4% | 10% | -1%
O=C(NCc1ccc(F)cc1)c1cccs1 | 3% | -0.1% | 3% | 0.0% | 7% | -0.3% | 5% | 19% | -3% | NS5 inhibitors pilot replicate=-4.6
c1ccc(Cn2ccnc2-c2ccco2)cc1 | 5% | 20% | 8% | -1.8% | 7% | 0.1% | 4% | 25% | -6%
Cc1c(N=C2SCC(=O)N2/N=C\c2ccc(Br)cc2)c(=O)n(-c2ccccc2)n1C | -2% | 3.7% | 2% | -0.4% | 3% | -2.1% | 2% | -8% | -3%
CC1CC(C)(C)NC(=S)N1CCC(=O)N1CCc2ccccc21 (centres undefined) | -5% | 3.2% | 22% | 0.6% | -1% | -0.4% | 4% | -7% | -4%
COCCNC(=O)c1ccc(N2CC3CC(C2)c2cccc(=O)n2C3)c(NC(=O)c2c(F)cccc2F)c1 (centres undefined) | -1% | -1.2% | 4% | 0.1% | 12% | -0.7% | 2% | 52% | -7%
NS(=O)(=O)c1ccc(CCNC(=O)Cn2c(=O)c3cccn3c3cccnc32)cc1 | -3% | 0.7% | -1% | -0.1% | 8% | 2.0% | 10% | -5% | -3%
O=C(NC12CC3CC(CC(C3)C1)C2)C1=COCCO1 | -7% | -0.7% | 4% | 1.1% | 9% | 2.3% | 8% | -4% | 1%
Cc1ccnc(NC(=O)c2cc(S(=O)(=O)NCc3ccccc3)ccc2C)c1 | / | 1.9% | / | 0.4%[50 µM] | 2% | / | / | / | 2%
COCCN(C(=O)CSc1n[nH]c(-c2ccc(OC)cc2)n1)c1c(N)n(Cc2ccccc2)c(=O)[nH]c1=O | -5% | -1.5% | 24% | 0.8%[50 µM] | 8% | / | / | / | 3%
O=C(Cn1nnc(-c2ccc(F)cc2)n1)OCC(=O)c1ccccc1 | -1% | 0.9% | 6% | -0.4% | 4% | 3.9% | 5% | 16% | -6%
O=C(N=C1N=C2C=CC=CN2Cc2ccccc21)c1ccc(S(=O)(=O)N2CCOCC2)cc1 | -5% | 3.5% | 5% | -0.1% | 4% | 2.0% | 3% | -8% | -2%
CC(C)(C)c1ccc(-c2nnc(NC(=O)c3ccccc3)s2)cc1 | -4% | -0.9% | 2% | 2.4% | 3% | 3.6% | 14% | 8% | -6%
O=C(Cn1cc(S(=O)(=O)Cc2ccccc2)c2ccccc21)Nc1ccccc1 | ? | 3.0% | 10% | 3.7%[50 µM] | 3% | 12% | 1% | 3% | -6%
CCOc1ccc(C(=S)NC2CCCCC2)cc1 | -2% | 0.8% | 17% | 3.5% | 8% | -1.7% | -4% | 9% | -4%
COc1ccc(Nc2c(-c3ccc(OC)cc3)nc3cnccn23)cc1 | -3% | -0.9% | ? | 0.0% | 16% | -0.9% | 9% | 11% | 1%
Cc1cc(C)cc(NC(=O)c2ccc3c(c2)CCN3S(C)(=O)=O)c1 | 0% | 5.8% | 6% | 0.1% | 7% | -0.6% | 13% | -8% | -1%
Cc1cc(Cl)ccc1Oc1nc(-c2ccccc2)ncc1S(C)(=O)=O | -3% | 0.2% | -2% | 0.1% | 3% | 1.7% | 7% | -2% | -3%
S=c1[nH]cc(-c2ccccc2)[nH]1 | / | -0.7% | 31% | 0.3% | 27% | -1.1% | 2% | 3% | -9%
O=C(O)CSCCc1ccccn1 | -8% | 0.5% | 10% | 1.1% | 15% | 3.7% | 3% | -4% | -7%
CCOc1ccc(Cc2nnc(SCC(N)=O)n2C)cc1 | -2% | 0.9% | 7% | 0.3% | 12% | -1.1% | 8% | 6% | -1%
COC(=O)C(CCSC)NC(=O)CNS(=O)(=O)c1ccc(Cl)cc1 (centres undefined) | 9% | 0.2% | 1% | 0.4% | 8% | -5.1% | 10% | -1% | -2%
O=C(O)CC(Cc1ccc(Cl)cc1)C(=O)NCC12CC3CC(CC(C3)C1)C2 (centres undefined) | 12% | 0.6% | 3% | -0.3% | 6% | 1.8% | 0% | -4% | 3%
COc1cccc(C(=O)N=c2sc3c(C)ccc(OC)c3n2C)c1 | -5% | 0.4% | 1% | 0.0% | 3% | -1.5% | 1% | 3% | -3%
Cc1ccc(C(=O)Nc2ccncc2)cc1S(=O)(=O)N1CCOCC1 | -2% | 2.3% | 5% | 0.2% | 5% | 0.5% | ? | 5% | -7%
CN(C(=O)c1cc(COc2ccc(F)cc2Cl)on1)C1CCCc2ccccc21 (centres undefined) | -8% | 3.0% | 23% | 0.4% | 9% | 2.0% | 12% | -23% | -2%
CC(C(=O)Nc1nccs1)N1C(=O)C2CC=CCC2C1=O (centres undefined) | -4% | 1.8% | 5% | 0.0% | 10% | -1.7% | 4% | -4% | -1%
Fc1ccc(NC(=S)NC2CC3CCCC(C2)N3Cc2cccs2)cc1 (centres undefined) | -2% | -1.2% | 14% | 1.1% | 4% | -1.6% | 19% | 0% | 0%
CCCC(=O)NC(Nc1cccc(C(F)(F)F)c1)C(Cl)(Cl)Cl (centres undefined) | -2% | -1.2% | 2% | -0.7% | 8% | 2.5% | 16% | -2% | -5%
Nc1c(C(=O)Nc2ccc3c(c2)OCCO3)nnn1Cc1ccc(Br)cc1 | -1% | -2.3% | 7% | 0.1% | 0% | / | / | / | -1%
COc1ccc([N+](=O)[O-])cc1N1C(=O)c2cccnc2C1=O | -4% | 1.9% | 12% | 0.1% | 8% | -2.0% | 11% | 4% | 3% | NS5 inhibitors pilot replicate=-4.9
O=c1[nH]c(SCc2cccc(Cl)c2)nc2[nH]ncc12 | 4% | 1.4% | 13% | 0.2% | 5% | -1.4% | 7% | -7% | -4%
CC1CN(S(=O)(=O)c2ccc(C(=O)N(CCCN(C)C)c3nc4c(Cl)cccc4s3)cc2)CC(C)O1 (centres undefined) | 7% | -0.4% | 4% | -0.3%[50 µM] | 9% | -0.9% | 5% | -4% | 1%
Cc1nn(CC(=O)Nc2ccc(N3CCOCC3)cc2)c(C)c1Br | -6% | 2.7% | 11% | -0.5%[50 µM] | 3% | 0.7% | 5% | -3% | -7%
Cc1noc(C)c1COc1ccc(C(=O)N2CCN(S(=O)(=O)c3ccc(Cl)cc3)CC2)cc1 | -5% | 3.2% | 10% | 1.4%[50 µM] | 9% | / | / | / | -6%
COc1ccc(C(=O)OCC(=O)c2c[nH]c3ccccc23)cc1OC | / | 0.7% | / | 2.2%[50 µM] | 7% | / | / | / | -5%
O=C(CNC(=O)/C=C/c1ccccc1)N=Nc1c(O)n(Cc2ccccc2)c2ccccc12 | -5% | 2.9% | 18% | / | / | -2.4% | 4% | -15% | /
COc1ccccc1OCCCOc1c(C)cc(C)cc1Br | 3% | 2.1% | 6% | 4.7% | 6% | 0.0% | 1% | 3% | -4%
CC1CCN(C(=O)c2ccc(NC(=O)CC3SC(N4CCCC4)=NC3=O)cc2)CC1 (centres undefined) | 12% | 2.2% | 10% | 0.4%[50 µM] | 3% | / | / | / | 4%
Cc1oc(-c2ccccc2F)nc1CN1CCC(C(=O)NCCC2=CCCCC2)CC1 | 9% | -1.8% | -1% | -0.2% | 9% | -3.0% | 30% | -2% | -1% | NS5 inhibitors pilot replicate=-2.0
COCCN(C(=S)Nc1cccc(C)c1)C(C)c1cccs1 (centres undefined) | 0% | 5.5% | 18% | 1.6% | 7% | -0.1% | 4% | -5% | -6%
CCOC(=O)C1=C(CN2CCc3ccccc32)NC(=O)NC1c1cc(C)ccc1C (centres undefined) | / | 1.0% | / | 12% | 6% | / | / | / | 0%
C=CCNc1nc(C(F)(F)F)nc2c1nnn2Cc1ccccc1Cl | -3% | 1.9% | -5% | -0.2% | 1% | -0.4% | 13% | -6% | -5% | NS5 inhibitors pilot replicate=-5.2
COc1ccc(CN2C(=NC(=O)CCC3CCCC3)SC3CS(=O)(=O)CC32)cc1 (centres undefined) | -3% | 1.9% | 7% | 0.2% | 7% | 2.3% | -8% | 3% | -1%
C=CCN(C(=O)CSC1=NC(=O)CN1C(C)=O)c1nc(C)c(-c2ccccc2)s1 | 6% | -1.1% | 20% | -0.8% | 8% | 0.6% | 16% | -10% | 10%
COc1ccc(C(=O)OCC(=O)C(C)(C)C)cc1S(=O)(=O)N(C)CCc1cccnc1 | 3% | 2.1% | 11% | -0.2% | 3% | 0.8% | 5% | -4% | 6%
